All columns: NCI-60 one-dose screen, growth in % after 48 h at 10 µM unless noted; 100 = growth as untreated, 0 = no growth, -100 = all killed.
CAKI-1 = CAKI-1 renal cancer | 4.7% of 75,000 active | AID 1794772
OVCAR-3 = OVCAR-3 ovarian cancer | 7% of 79,000 active | AID 1794787
A498 = A498 renal cancer cells; 5.4% of 76,000 active
OVCAR-5 = OVCAR-5 ovarian cancer; AID 1794783; 2.9% of 82,000 active
TK-10 = TK-10 renal cancer cells; 3.9% of 81,000 active; AID 1794769
OVCAR-8 = OVCAR-8 ovarian cancer | 4.4% of 81,000 active | AID 1794782
RXF 393 = RXF 393 renal cancer cells | AID 1794773 | 6.9% of 77,000 active
ACHN = ACHN renal cancer; 4.9% of 81,000 active; AID 1794771
Starred values were filed as active, the others as inactive; . = no result given. How the source made its calls: active means growth percent below 10; inactive means the rest.

SMILES	CAKI-1	OVCAR-3	A498	OVCAR-5	TK-10	OVCAR-8	RXF 393	ACHN
CCCCCCNC(=O)Oc1ccc(/C(=C(/C)c2ccccc2)c2ccc(OCCN(C)C)cc2)cc1	51	.	76	73	83	74	46	71
Nc1nc(N)nc(NCc2ccccc2)n1	100	105	105	103	96	117	.	106
O=C(OC1COC(n2c(=O)oc3ccc(F)cc32)C(OC(=O)c2ccccc2)C1OC(=O)c1ccccc1)c1ccccc1 (stereo not drawn)	83	104	104	103	109	93	107	91
COc1ccccc1C=O	104	110	101	108	101	113	123	114
CC(=O)Oc1cc(OC(C)=O)c2ccccc2c1OC(C)=O	.	84	95	115	150	82	93	85
CCNC(=O)Nc1ncccc1OCc1cccc(Cl)c1	85	98	88	97	104	104	119	104
Cn1cnc2c(N3CCN(C(=O)OCc4ccc5c(Cl)cc(Cl)c(O)c5n4)CC3)nc(Cl)nc21	64	67	63	91	96	51	74	48
c1ccc2sc(Cc3ccc4c(c3)OCO4)nc2c1	95	96	105	104	97	95	108	93
CCN(c1cc(-c2ccc(CN3CCN(C(=O)CCCCCCCCCCC(=O)N[C@H](C(=O)N4C[C@H](O)C[C@@H]4C(=O)NCc4ccc(-c5scnc5C)cc4)C(C)(C)C)CC3)cc2)cc(C(=O)NCc2c(C)cc(C)[nH]c2=O)c1C)C1CCOCC1	69	75	62	102	109	79	100	88
COc1ccc(Cc2nnc3sc(SCC(=O)Nc4ccc(Cl)cc4)nn23)cc1	94	104	80	112	94	106	116	111
COc1ccc(/C=C/C(=O)c2ccc(B(O)O)cc2)cc1	75	113	89	92	103	93	91	108
CC(C)=CC/C=C(/C)[C@H]1CC[C@]2(C)[C@@H]1CC[C@@H]1[C@@]3(C)C/C(=C/c4cc(C(F)(F)F)cc(C(F)(F)F)c4)C(=O)C(C)(C)[C@@H]3CC[C@]12C	90	105	83	99	96	99	110	99
O=C(c1ccccc1)C1OC1c1ccc([N+](=O)[O-])cc1 (stereo not drawn)	73	60	110	102	50	69	78	75
CN1CCC[C@H]1c1cccnc1	100	107	120	104	99	107	116	110
C=CCOc1cccc(/C=C2\SC(=S)N(C3CC(=O)N(c4ccc(Cl)cc4)C3=O)C2=O)c1 (stereo not drawn)	85	109	106	111	121	105	115	102

Structural class: those above with four or more nitrogen atoms
SMILES	CAKI-1	OVCAR-3	A498	OVCAR-5	TK-10	OVCAR-8	RXF 393	ACHN
Nc1nc(N)nc(NCc2ccccc2)n1	100	105	105	103	96	117	.	106
Cn1cnc2c(N3CCN(C(=O)OCc4ccc5c(Cl)cc(Cl)c(O)c5n4)CC3)nc(Cl)nc21	64	67	63	91	96	51	74	48
CCN(c1cc(-c2ccc(CN3CCN(C(=O)CCCCCCCCCCC(=O)N[C@H](C(=O)N4C[C@H](O)C[C@@H]4C(=O)NCc4ccc(-c5scnc5C)cc4)C(C)(C)C)CC3)cc2)cc(C(=O)NCc2c(C)cc(C)[nH]c2=O)c1C)C1CCOCC1	69	75	62	102	109	79	100	88
COc1ccc(Cc2nnc3sc(SCC(=O)Nc4ccc(Cl)cc4)nn23)cc1	94	104	80	112	94	106	116	111

New compounds follow.
SMILES	CAKI-1	OVCAR-3	A498	OVCAR-5	TK-10	OVCAR-8	RXF 393	ACHN
CCCN1C(=O)/C(=C\C(=O)c2cc3ccccc3oc2=O)c2ccccc21	90	91	144	117	115	108	108	69
Brc1ccc(-c2cnc3nonc3n2)cc1	60	9.1*	97	122	96	80	74	77
C=CCn1c(O)c(N=NC(=O)Cc2c[nH]c3ccccc23)c2ccccc21	85	110	.	101	120	107	104	103
O=C(CSc1nc2sc3c(c2c(=O)n1-c1ccc(Cl)cc1)CCCC3)N/N=C/C=C/c1ccccc1	39	78	-41*	-39*	-19*	-51*	-67*	25
O=C(O)c1ccccc1N=N/C(=N\Nc1cc(S(=O)(=O)O)ccc1O)c1ccccc1	97	102	112	103	134	109	117	101
COc1ccc2ccccc2c1/C=C1\SC(=Nc2ccc(O)cc2)NC1=O	9.9*	35	93	10	37	9.1*	-1.1*	17
CCOc1ccccc1/C=N\NC(=O)CCCCC(=O)N/N=C\c1ccccc1OCC	81	105	.	102	106	109	88	96
O=C(c1cc2ccccc2cc1O)N1CCCCC1	.	95	93	101	112	88	100	102
CN1CCN(CCCOc2ccc3nc(Nc4cc(Cl)cc(Cl)c4)ccc3c2)CC1	-33*	-80*	-19*	-57*	-80*	-47*	-61*	-99*
Cn1c(=O)c2c(nc(N/N=C/c3ccccc3Br)n2C)n(C)c1=O	68	91	53	99	95	75	81	88
CC1COc2c(N3CCN(C)CC3)c(F)cc3c(=O)c(C(=O)NNC(=S)Nc4ccc(Cl)cc4Cl)cn1c23 (stereo not drawn)	.	106	109	109	103	101	.	102
O=C(/C=C(O)/C=C/c1ccc2[nH]ccc2c1)/C=C/c1ccc2[nH]ccc2c1	89	.	106	101	93	83	89	89
CCC(C)[C@@H]1NC(=O)[C@H](CC(C)C)NC(=O)[C@@H]2CCCN2C(=O)[C@H](Cc2ccccc2)NC(=O)[C@H](C(C)CC)NC(=O)[C@@H]2CCCN2C(=O)[C@H](CO)NC1=O (stereo partly drawn)	.	108	99	99	124	93	100	109
CCc1ccc(NC(=O)CSc2nnc(Cc3ccccc3Nc3c(Cl)cccc3Cl)o2)cc1	95	107	85	96	107	99	103	104
Cc1ccc(S(=O)(=O)N(C)CCCCCC(=O)O)cc1	.	106	110	101	89	103	103	102

The closing three compounds of the part above are carried over, then new ones follow:
SMILES	CAKI-1	OVCAR-3	A498	OVCAR-5	TK-10	OVCAR-8	RXF 393	ACHN
CCC(C)[C@@H]1NC(=O)[C@H](CC(C)C)NC(=O)[C@@H]2CCCN2C(=O)[C@H](Cc2ccccc2)NC(=O)[C@H](C(C)CC)NC(=O)[C@@H]2CCCN2C(=O)[C@H](CO)NC1=O (stereo partly drawn)	.	108	99	99	124	93	100	109
CCc1ccc(NC(=O)CSc2nnc(Cc3ccccc3Nc3c(Cl)cccc3Cl)o2)cc1	95	107	85	96	107	99	103	104
Cc1ccc(S(=O)(=O)N(C)CCCCCC(=O)O)cc1	.	106	110	101	89	103	103	102
C(=C\c1nccc2c1[nH]c1ccccc12)/c1ccccc1	-8.6*	-13*	40	63	34	26	-45*	36
COc1ccc(/C=c2\sc(=C(C#N)C#N)[nH]c2=O)cc1	121	107	104	97	138	98	104	92
CCCCCCCCCCC/C(=N/O)c1ccccc1	98	118	125	103	131	100	116	119
CCCCSc1cc(C)nc(N)n1	98	103	93	94	94	107	105	97
CCC(/C=N/N=C(N)N)OC (stereo not drawn)	100	106	106	101	95	102	109	103
CCOC(=O)c1[nH]c(C)c([N+](=O)[O-])c1C	101	109	99	99	97	100	108	100
COc1cccc(-c2ccc3c(c2)C2CCN(Cc4ccccc4)C3C2)c1 (stereo not drawn)	78	72	65	84	92	85	98	93
CC(C)C[C@H](NC(=O)CCn1ccc2ncccc2c1=O)B(O)O	94	30	44	86	88	83	86	50
COc1ccc(-c2cc(Cc3ccc(O)c(OC)c3)c(=O)[nH]n2)cc1	79	113	98	111	114	91	101	100
Cc1c2c(c(C)c3c1oc1cc(O)ccc13)C(=O)N(CCN1CCCCC1)C2=O	76	99	106	114	97	64	87	84
CC(=O)OC/C=C1/CC[C@H]2[C@@H]3CCC4=CC(=O)CC[C@]4(C)[C@H]3[C@@H](O)C[C@]12C	77	105	.	104	111	102	121	102
CCOC(=O)c1c[nH]c(C=O)c1C	.	103	108	95	102	108	107	105
O=C(NNC(=O)N1c2ccccc2C=Cc2ccccc21)c1ccc(Cl)cc1	87	116	91	96	97	104	109	98
O=C(Cn1c(/C=C/c2ccccc2)nc2ccccc2c1=O)Nc1ccc(Cl)cc1	20	29	-16*	69	-12*	58	-8.9*	-66*
COc1cccc(-c2nc(SCC(=O)Nc3ccc(C(=O)/C=C/c4ccc(OC)c(OC)c4)cc3)[nH]c(=O)c2C#N)c1	88	84	97	110	109	99	85	87
Clc1nnc2c3ccccc3ccn12	93	112	106	103	106	99	98	105
Cn1cc(-c2csc(-c3cn(CCCN4CCCCC4)c4ccccc34)n2)c2cccnc21	.	-81*	83	93	-84*	-68*	-79*	-97*
CCC(=O)c1ccc2c(c1)N(C(C)CN(C)C)c1ccccc1S2 (stereo not drawn)	97	98	73	94	.	94	76	96
COc1cc(/C=C/C(=O)c2c(C)oc3nc[nH]c(=O)c23)ccc1O	87	108	95	96	135	103	.	101
O=c1c2cc(F)ccc2sc2c(N3CCCCC3)nc3ccccc3c12	101	110	65	98	109	100	104	102
COc1cc(/C=C/C(=O)c2ccc(NC(=O)CSc3nnc(-c4ccc(Cl)cc4)n3-c3ccccc3)cc2)cc(OC)c1OC	.	73	78	128	89	62	55	82
Cc1nn(-c2ccccc2)c2nc(C)n(CC(=O)Nc3ccc(C(=O)N[C@@H](CCC(=O)O)C(=O)O)cc3)c(=O)c12	89	105	102	97	86	100	107	98
O=C(CCCc1ccccc1)c1ccccc1	95	112	109	108	96	103	114	103
N#Cc1ccccc1-c1ccc(CN2C(=O)S/C(=C\c3ccc(Br)cc3)C2=O)cc1	85	112	107	101	110	101	104	104
CCCCc1ccc(C(CC(=O)c2ccc(Br)cc2)c2ccc(Br)cc2)cc1 (stereo not drawn)	85	100	101	92	84	106	127	89
Ic1c(I)c(I)c(I)c(I)c1I	.	113	97	90	115	101	114	95
CCn1c2ccccc2c2c3ncc4cccn4c3ccc21	58	97	84	96	96	90	86	78
O=C(C[n+]1cccc(Br)c1)c1ccc2c(c1)CCCC2	.	100	106	96	105	108	117	108
Cc1ccc(N2C(=O)NC(c3ccccc3)=CC2c2ccc(N(C)C)cc2)cc1 (stereo not drawn)	95	97	90	109	94	92	96	108
C[N+]1(CCCCCNC2=CC(=O)C(NCCCCC[N+]3(C)CCCCC3)=CC2=O)CCCCC1	89	110	84	100	109	102	108	99
NC(=S)Cc1ccccc1	89	.	74	100	94	103	116	98
S=C(S)OCCSc1nnc(SCCOC(=S)S)s1	97	112	103	98	115	98	116	104
COc1cc(C(=O)CCCl)ccc1O	90	102	106	93	109	102	98	97
S=C(S)N(Cc1ccccc1)Cc1ccccc1 (tested in a mixture with another compound)	41	55	69	73	82	40	91	37
CC(C)(CO)CN1CCOCC1	106	120	103	99	93	105	110	96
C[n+]1cccc(O)c1	92	111	100	95	105	107	102	101
C=C(C=O)[C@@H]1CC[C@]2(COC(C)=O)CC[C@]3(C)C(CC[C@@H]4[C@@]5(C)CC[C@H](OC(C)=O)C(C)(C)[C@@H]5CC[C@]43C)[C@@H]12 (stereo partly drawn)	-15*	-72*	-41*	15	36	15	.	-54*
O=C1NCC(=O)N(Cc2ccco2)[C@H]1Cc1ccccc1	97	110	53	106	85	105	117	105
CCc1c(Cl)c(C)c(Cl)c(O)c1Cl	108	104	85	83	103	90	115	104
COc1cccc(CCC(=O)c2cc3c(N)c(C(=O)Nc4cccc(Cl)c4C)sc3nc2C)c1	20	-8.8*	-6.8*	28	53	24	.	32
CN1CCC2(CC1)NC(=O)c1c(c3ccc(Cl)c(Cl)c3n1C)C2C#N (stereo not drawn)	-26*	76	60	68	99	81	.	74
OC1c2ccccc2-c2ccccc21	116	116	120	104	88	114	123	108
COc1ccc(C2CC(=O)C=C3c4ccc(OC)cc4CCC32)cc1 (stereo not drawn)	88	102	66	98	113	106	106	102
N#Cc1ccc(C(=O)Cn2cc(CO)nn2)cc1	102	105	89	108	94	106	125	104
Cc1ccc(Nc2cc(Cl)nc(N)n2)c([N+](=O)[O-])c1	78	102	.	91	96	107	99	92
C=CCOC(=O)C(O)C=C (stereo not drawn)	94	109	97	103	106	94	105	99
CCc1cccc(OC(=O)CCl)c1	98	109	104	109	105	102	105	109
O=c1c(Cc2ccc(F)cc2)cc(-c2ccccc2)nn1C/C(=N/O)c1ccccc1	47	49	9.7*	67	63	44	29	40
O=c1c2ccccc2c2ccccc2c(=O)n1Nc1ccccc1	81	102	93	94	116	90	99	95
C/C(O)=C(\C=N\C(N)=S)C(=O)Nc1ccccc1	98	108	99	113	124	100	107	103
CC(=O)Nc1cccc(N)c1	98	117	108	111	110	107	109	101
Cc1ccc(NS(=O)(=O)c2ccccc2)c(NS(=O)(=O)c2ccccc2)c1	93	98	115	104	112	105	130	94
C#Cc1ccc(NC(=O)c2sc3nc4c(cc3c2N)CCCCC4)cc1	.	101	100	108	107	98	110	108
C#Cc1ccc(-n2c(/C=C/c3ccc(Cl)c(F)c3)nc3ncccc3c2=O)cc1	-14*	-80*	-39*	24	-45*	-17*	-76*	0.5*
Cc1cc(Nc2ccc(F)cc2)n2c(nc3ccccc32)c1C#N	80	103	77	94	79	80	98	66
O=c1oc2ccc3ccccc3c2cc1-c1ccnc2[nH]c(=S)[nH]c(=O)c12	.	107	107	112	143	100	118	107
O=C(NNc1ccccc1)NC(Cc1ccccc1)C(=O)O (stereo not drawn)	95	119	148	104	109	99	127	105
O=C(N/N=C\c1ccc(Cl)c(Cl)c1)N/N=C/c1ccc(Cl)c(Cl)c1	96	108	98	95	126	111	130	100
O=C1NC(C(=O)NCc2ccc(Cl)cc2Cl)CO1 (stereo not drawn)	101	111	91	104	99	91	106	105
C[C@H]1CN[C@@H](C)CN1	122	116	104	107	122	107	128	104
O=[N+]([O-])c1ccc(CC2=NCCc3cc4c(cc32)OCO4)cc1	91	105	74	92	112	95	88	94
CN1CCN(c2ccc(C(=O)/C=C/c3cc(F)cc(C(F)(F)F)c3)cc2)CC1	51	.	97	115	144	65	71	68

Screens from PubChem BioAssay.

Not all compounds are listed (hit frequency here may not be typical).
